From PubChem
HT1080 IDH1KD tx: HT-1080 IDH1 knockdown cell toxicity (counter line). AID 686971. Potency, µM (highest dose often 46.1 µM), for the others: at the top dose activity, negative = toxicity, hits mostly cytotoxic. HT-1080 IDH1 knockdown viability, ATP luminescence, 48 h. hit rate 2% among 360,000;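 further: potency means the concentration at half of the fitted maximal effect; 0% = DMSO wells and -100% = cell-free medium wells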
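Knockdown cells (IDH1KD HT-1080) received compounds 2 h after plating at 750 cells/well and were kept 48 h at 37 °C in 5% FBS RPMI. A CellTiter-Glo luminescence read gave % activity for curve fitting.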
SW480 rereplic: inducers of DNA re-replication in SW480 colon cancer cells. Potency, µM (highest dose often 46.1 µM), without a hit: at the highest dose re-replication activation, usual class: activators. hit rate 1.8% among 340,000. AID 624297. SW480 DNA re-replication, Hoechst DNA content imaging, 48 h; further: potency means the concentration at half of the fitted maximal effect; % of control where 0% means no effect; nearly all actives have a fitted effect of over 55% in size
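SW480 cells exposed to compounds for 48 hr at 37 C, 5% CO2, then Hoechst-stained 40 min. Nuclear DNA content imaged by fluorescence scanning (405 nm excitation, 500-530 nm emission); re-replication scored as increased high-intensity nuclei.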
HT1080-NT tox: kills 2HG-producing HT-1080-NT fibrosarcoma cells; hit rate 1.6% among 360,000; AID 686970; HT-1080-NT fibrosarcoma viability, CellTiter-Glo ATP luminescence, 48 h; Potency, µM (highest dose often 46.1 µM), for the others: at the highest dose activity, negative = less viability, hits mostly cytotoxic;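 further: NT is the 2HG producing partner of a matched IDH1 knockdown line; potency means the concentration at half of the fitted maximal effect; 0% = DMSO-treated cells and -100% = media-only wells without cells; nearly all actives have a fitted effect of over 55% in size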
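HT-1080-NT fibrosarcoma cells (2HG-overproducing), 750 cells/well in RPMI with 5% FBS, dosed after 2 h and incubated 48 h at 37C. CellTiter-Glo luminescence normalized to DMSO and no-cell wells; concentration-response curves fitted and classed.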
ATXN2 expr inh: reduces ATXN2 reporter expression in HEK-293 cells | AID 1745845 | HEK-293 ATXN2-luciferase reporter, luminescence, 24 h | hit rate 0.72% among 360,000 | Potency, µM (doses to about 57 µM), inactives show at the highest dose activity change, negative = inhibition, actives largely listed as inhibitors; further: potency means the concentration at half of the fitted maximal effect; on the % scale 0 is the no-effect control and ±100 the full control effect; nearly all actives have a fitted effect of over 55% in size
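ATXN2-luciferase reporter cells (luciferase flanked by upstream and downstream ATXN2 gene portions) were treated 24 h at 37 °C with compounds at up to 57 uM. SteadyGlo luminescence gave expression; GF-AFC fluorescence gave viability.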
HepG2 viability: counter-screen for TGF-b inhibitors: cytotoxicity in HepG2 cells; HepG2 CAGA-GFP viability, ATP luminescence, 18 h; Potency, µM (doses to about 46.1 µM), without a hit: top-dose activity change, negative = cytotoxicity, actives largely listed as cytotoxic; hit rate 0.76% among 410,000; further: potency means the concentration at half of the fitted maximal effect; some results filed as inactive show a strong effect at the top dose
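CellTiter-Glo luminescence gave cytotoxicity after 18 hours at 37 degrees C. The cells were HepG2 CAGA-GFP in 1% FBS DMEM, stimulated with 500 pg/mL TGF-beta after compound addition. %Activity was normalised to no-cell wells (complete cell-killing) and DMSO (no toxicity), and curves were fitted and classified.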
ATXN viability: cell viability loss in ATXN counter-screen | hit rate 0.49% among 400,000 | Potency, µM (doses to about 56.7 µM), most hits filed as cytotoxic | AID 651635 | S2 cells (HEK-293 line with an ATXN2-luciferase reporter) viability, CellTiter-Fluor protease fluorescence, 24 h; further: potency means the concentration at half of the fitted maximal effect; nearly all actives have a fitted effect of over 40% in size
IL-1B inflam inh: inflammasome signaling inhibition, IL-1 beta readout | THP-1 LPS/ATP IL-1B secretion, AlphaLISA, 16 h; active compounds read low | activity change, % at 57.5 µM | hit rate 4.7% among 360,000 | AID 743279; in the data active means activity change below about -50%; inconclusive means mostly about -30% to -49%; further: on the % scale 0 is the no-effect control and ±100 the full control effect
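Secreted IL-1B measured by AlphaLISA bead assay after 16 h compound exposure of THP-1 cells; compounds (final up to 57.5 uM) added 1 h before LPS (250 ng/mL) and ATP (1.25 mM) stimulation; lower signal means less secretion.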
MCF10A rereplic: inducers of DNA re-replication in MCF 10A breast cells | MCF 10A DNA re-replication, Hoechst nuclear intensity, 48 h | Potency, µM (series often up to 46.1 µM), for the others: at the top dose activity, positive = re-replication, usual class: activators | hit rate 2.9% among 350,000 | AID 624296; further: potency means the concentration at half of the fitted maximal effect; % of control where 0% means no effect; nearly all actives have a fitted effect of over 50% in size
KB-3-1 cytotox: kills parental KB-3-1 adenocarcinoma cells. KB-3-1 viability, CellTiter-Glo ATP luminescence, 72 h. AID 1347075. hit rate 1.4% among 400,000. Potency, µM (doses to about 46.1 µM), without a hit: top-dose activity change, negative = cytotoxic, most hits filed as cytotoxic; further: potency means the concentration at half of the fitted maximal effect; on the % scale 0 is the no-effect control and ±100 the full control effect; nearly all actives have a fitted effect of over 60% in size
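Using CellTiter-Glo luminescence, growth of non-resistant KB-3-1 adenocarcinoma cells is assessed 72 h after pin-tool compound addition at 37 °C. Normalized responses across the concentration series yield fitted curves.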
An asterisk follows results filed as active; i = inactive; u = inconclusive; x = no result given; & = joins results of further samples; [ ] = remark or other dose. Unless noted, the call rests on the fitted dose curve; in most records, active means well fitted curve in the direction sought with a large enough effect; inconclusive means small, poorly fitted or top-dose-only effect, or another doubt; inactive means no such curve, though single readings can be large; an effect the other way counts as inactive or inconclusive. Some of the compounds tested; rates above refer to the full screens.

SMILES	HT1080 IDH1KD tx	SW480 rereplic	HT1080-NT tox	ATXN2 expr inh	HepG2 viability	ATXN viability	IL-1B inflam inh	MCF10A rereplic	KB-3-1 cytotox
CN(C)CCN(CC1CCCN(Cc2ccccc2F)C1)C(=O)Cc1c(F)cccc1F (stereo not given)	-14%	-28%	-3%	0%	-30%	u	u	-4%	3%
CCOC(=O)c1c(C)n(CCN2CCN(C)CC2)c2ccc(OC)cc12	-8%	-1%	3%	-21%	-38%	i	-29	4%	3%
Cc1ccc(C(=O)N[C@@H](C)CN2C3=NC[C@@H](Cc4ccccc4)N3C[C@H]2Cc2ccc(O)cc2)cc1Br	u	-8%	u	u	-103%	25µM*	-20	5%	u
O=C(N/N=C/c1ccncc1)c1cnccn1	12%	-54%[inhibitor]	8%	11%	-16%	i	9	u	12%
CC(=NCc1cccnc1)c1c(O)n(C2CCCCC2)c(=O)[nH]c1=O	-3%	1%	u	-9%	-14%	i	0	12%	-12%
C#CC1(O)CCC2C3CCC4=C/C(=N/OCC(=O)NCC(=O)NC(C(=O)O)C(C)C)CC[C@]4(C)C3CC[C@@]21C (stereo not given in full)	-3%	-8%	2%	7%	-18%	i	-17	6%	-13%
CCCCCCn1c(=O)c(C(=O)Nc2c(C)n(C)n(-c3ccccc3)c2=O)c(O)c2ccccc21	-15%	-8%	u	-15%	-15%	i	17	-9%	u
CCOP(=O)(Cc1cc(C(C)=O)c(C)o1)OCC	-4%	16%	-3%	-13%	-19%	i	-27	23%	-1%
COC1CC(=C(c2cccs2)c2cccs2)C[N+](C)(C)C1 (stereo not given)	x	-3%	x	-3%	x	i	x	2%	x
C=CCn1c(O)c(C(CC)=Nc2ccc(N(CC)CC)cc2)c(=O)[nH]c1=O	-2%	-4%	2%	1%	-5%	i	22	-1%	23µM*
CCn1c(=O)cc(OCC(=O)N2CCC3(CC2)OCCO3)c2ccccc21	-13%	-6%	-9%	39%	-22%	i	u	-1%	-1%
Cc1nn(-c2ccccc2)c(Cl)c1/C=C(\CC(=O)O)c1nc2ccccc2s1	-2%	-8%	-5%	4%	5%	i	5	2%	0%
C#CCN[C@H](C)Cc1ccccc1	17%	3.2µM*	u	5%	-3%	i	11	u	0%
CCCCOC(=O)n1c(=O)oc2ccc(S(=O)(=O)N3CCCCC3)cc21	u	5%	-17%	-14%	-28%	i	45	3%	u
O=C(N/N=C1/CN2CCC1CC2)c1cc2ccccc2cc1O	u	5%	u	3%	-5%	i	13	3%	1%
C[C@H]1CN([C@@H](C)CO)C(=O)CCCn2nncc2CO[C@H]1CN(C)C(=O)Nc1ccc(N2CCCCC2)cc1	-3%	x	-1%	-3%	-16%	i	-10	x	-1%
N#CC1=C(N)Oc2c(c(=O)oc3ccccc23)C1c1cccnc1 (stereo not given)	6%	6%	-12%	103%[activator]	3%	i	6	8%	u
CC(C)NC1C2CCC(CC2)C1(O)c1ccc(Cl)c(Cl)c1 (stereo not given)	u	x	-24%	x	-46%	i	0	x	0%
Cc1[nH]c2ccccc2c1CCN	-7%	-4%	-15%	4%	-4%	i	-4	-1%	-1%
CC1=C2[C@H]3OC(=O)[C@@H](C)[C@@H]3CC[C@@]2(C)C=CC1=O	1%	-14%	0%	7%&2%	-7%	i	-11	u	0%
COc1ccc(-n2nnnc2C(c2ccccc2)N2CCC(n3c(=O)[nH]c4ccccc43)CC2)cc1 (stereo not given)	u	x	u	u	-2%	u	u	x	u
COC(=O)C1=C(c2ccc(-c3ccccc3)c(F)c2)C[C@@H]2CC[C@H]1N2C(=O)NCCNC(C)=O	4%	-15%	-2%	-26%	-6%	u	11	7%	20%
O=C(OCC(=O)c1ccc([N+](=O)[O-])cc1)/C(=C/c1ccc(Cl)cc1)NC(=O)c1ccccc1	7%	u	-1%	x	0%	u	-12	13%	0%
CC1[C@H]2Cc3ccc(O)cc3[C@]1(C)CCN2C (stereo not given in full)	0%	u	-18%	0%	21%	i	23	12%	0%

Three entries from above, as labelled records.
> C#CCN[C@H](C)Cc1ccccc1
- HT1080 IDH1KD tx = 17%
- SW480 rereplic = 3.2µM*
- HT1080-NT tox = u
- ATXN2 expr inh = 5%
- HepG2 viability = -3%
- ATXN viability = i
- IL-1B inflam inh = 11
- MCF10A rereplic = u
- KB-3-1 cytotox = 0%
> CCCCOC(=O)n1c(=O)oc2ccc(S(=O)(=O)N3CCCCC3)cc21
- HT1080 IDH1KD tx = u
- SW480 rereplic = 5%
- HT1080-NT tox = -17%
- ATXN2 expr inh = -14%
- HepG2 viability = -28%
- ATXN viability = i
- IL-1B inflam inh = 45
- MCF10A rereplic = 3%
- KB-3-1 cytotox = u
> O=C(N/N=C1/CN2CCC1CC2)c1cc2ccccc2cc1O
- HT1080 IDH1KD tx = u
- SW480 rereplic = 5%
- HT1080-NT tox = u
- ATXN2 expr inh = 3%
- HepG2 viability = -5%
- ATXN viability = i
- IL-1B inflam inh = 13
- MCF10A rereplic = 3%
- KB-3-1 cytotox = 1%

(next part)
SMILES	HT1080 IDH1KD tx	SW480 rereplic	HT1080-NT tox	ATXN2 expr inh	HepG2 viability	ATXN viability	IL-1B inflam inh	MCF10A rereplic	KB-3-1 cytotox
CN1C(=O)C(C2CCCCC2)C(=O)N(C)C1=O	14%	0%	9%	6%	8%	i	-1	-1%	12%
C1CNC2NCCNC2N1 (stereo not given)	-7%	-2%	-5%	-9%	-2%	i	20	-2%	15%
Cc1cccc(N2C(=O)NC(=O)/C(=C\c3cnn(-c4ccccc4)c3)C2=O)c1	u	1%	u	-16%	-64%	i	-60*	u	-2%
COc1ccc(OC)c(-n2c(O)c(/C=C3\C(C)=Nc4ccccc43)c(=O)[nH]c2=O)c1	-3%	-70%[inhibitor]	-7%	-11%	24%	u	u	-3%	-6%
COc1nc(NCC2CCCO2)nc(N2CC3CC(C2)c2cccc(=O)n2C3)n1 (stereo not given)	2%	-32%[inhibitor]	0%	x	14%	i	9	7%	20%
CCOC(=O)c1ccc(NC(=O)N2C[C@@H]3C[C@@H](C2)c2cccc(=O)n2C3)cc1	5%	-6%	3%	8%	2%	i	20	5%	0%
COc1cc(/C=C/[N+](=O)[O-])ccc1O	u	u	u	-26%	-51%	u	-65*	u	u
Cc1ccc(C)c(Cn2c(C(=O)O)c(C=O)c3ccccc32)c1	12%	9%	9%	16%	-12%	i	53	u	-6%
O=C1NC(=O)C(CCc2ccncc2)(CCc2ccncc2)C(=O)N1CCc1ccc(F)cc1	6%	1%	-11%	-4%	2%	i	7	3%	-2%
CC(=O)Nc1ccc(C=C2C(=O)NC(=O)NC2=O)cc1	0%	-2%	1%	12%	-14%	i	11	-1%	4%
CC(=O)OC1CC2(O)C3CCC4CC(O)CCC4(C)C3CCC2(C)C1C1=CC(=O)OC1 (stereo not given)	0.52µM*	1.6µM*	1.3µM*	0.32µM*	-44%	u	-80*	u	0.18µM*
Cc1ccc(S(=O)(=O)N[C@@H](CCCCN)C(=O)CCl)cc1	-28%	u	-14%	-6%&8%	-33%	u	-11	u	0%
CCc1ccc(-n2nc(C)c3c2NC(=O)CSC3c2ccc(C(=O)OC)cc2)cc1 (stereo not given)	x	x	x	u	-25%	u	x	x	-28%
CCCCCn1c(=O)c(C(=O)NCc2ccc(Cl)cc2)c(O)c2ccccc21	0%	-28%	3%	-37%	-44%	i	22	1%	u
CC(=O)N1N=C(c2cccnc2)CC1c1ccccc1O (stereo not given)	7%	3%	15%	-2%	10%	i	97	-34%[inhibitor]	-11%
O=c1ccc2cc3ccoc3c(O)c2o1	0%	-8%	3%	0%	-9%	i	0	-9%	-1%
CN(C)C(=O)Oc1ccc(Br)c2ccccc12	-9%	-6%	-3%	-1%	0%	i	-2	-4%	-1%
COc1ccc2cc1Oc1ccc(cc1)C[C@H]1c3cc(c(OC)cc3CCN1C)Oc1c(OC)c(OC)cc3c1[C@H](C2)N(C)CC3	15µM*	u	5.8µM*	u	-60%&-43%	25µM*	-96*	u	u
COc1cccc(C2CCN(CC(=O)Nc3cc(Cl)ccc3OC)CC2O)c1 (stereo not given)	-9%	5%	-14%	1%	-5%	i	12	u	-1%
COc1ccc(-n2c(/C=C3/C(=O)Nc4ccccc43)nc3ccccc3c2=O)cc1	-8%	-7%	-15%	-8%	-19%	i	-12	1%	-3%
C=CCn1c(O)c(C=NC2CCN(Cc3ccccc3)CC2)c(=O)[nH]c1=O	11%	-4%	u	x	2%	i	0	7%	1%
Cc1ccc(-n2c(-c3cccs3)nc3ccccc3c2=O)cc1	9%	-5%	12%	-13%	-3%	u	-22	11%	-22%
Cn1c(O)c(C=NC2CC(C)(C)NC(C)(C)C2)c(=O)n(C)c1=O	14%	24%	4%	-5%	-12%	i	-8	u	0%
O=S(=O)(NC1CCCCCCC1)OCC(Cl)(Cl)Cl	5%	-2%	5%	-9%	-20%	i	40	u	0%
C=CCN1C(=O)C2(C(C(=O)OCC)=C(N)Oc3ccccc32)C2=C1CCCC2=O (stereo not given)	2%	-13%	0%	3%	-4%	u	23	4%	6%
O=c1[nH]c2ccccc2n1C1CCN(C(c2cc3ccccc3o2)c2nnnn2Cc2ccccc2)CC1 (stereo not given)	8.2µM*	x	10µM*	20µM*	6%	x	u	x	u

Some of these compounds in order of length of the SMILES, low to high.
SMILES	HT1080 IDH1KD tx	SW480 rereplic	HT1080-NT tox	ATXN2 expr inh	HepG2 viability	ATXN viability	IL-1B inflam inh	MCF10A rereplic	KB-3-1 cytotox
Cc1ccc(-n2c(-c3cccs3)nc3ccccc3c2=O)cc1	9%	-5%	12%	-13%	-3%	u	-22	11%	-22%
CCOC(=O)c1c(C)n(CCN2CCN(C)CC2)c2ccc(OC)cc12	-8%	-1%	3%	-21%	-38%	i	-29	4%	3%
Cc1cccc(N2C(=O)NC(=O)/C(=C\c3cnn(-c4ccccc4)c3)C2=O)c1	u	1%	u	-16%	-64%	i	-60*	u	-2%
